# BCR signal inh: inhibitors of chronic active B-cell receptor signaling | ABC-DLBCL IkBa-CBG/CBR reporter, luminescence ratio, 4 h | Potency, µM (series often up to 46.1 µM), for the others: top-dose ratio change, negative = lower green/red ratio, usual class: inhibitors | 340,000 compounds, 0.05% hits; active = well fitted inhibition curve with a large enough effect in the signal ratio, with a control signal flat, not every such curve was filed as active; inconclusive = small, poorly fitted or top-dose-only effect, or effect the other way, or a change in a side signal; the % refers to the signal ratio;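 also: potency is read from the fitted curve at half-maximal effect; plate controls were basal doxycycline-induced cells for no effect and cells given 10 µM MG132 for full effect; MG132 reads +100%, hits lower the ratio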
#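 TMD8 human ABC-DLBCL cells with doxycycline-inducible IκBα–green luciferase fusion and unfused red luciferase, in 0.5% FBS medium; compounds up to 46 uM, 4 h at 37C. Green/red luminescence ratio, filter-overlap corrected, fitted to concentration-response curves.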
# USP2a block: USP2a (human) protease inhibition. O75604. USP2 core, Ub-CHOP2 coupled fluorogenic reporter, 485/531. Potency, µM (series often up to 38.3 µM), for inactives: at the highest dose activity change, negative = inhibition, hits mostly inhibitors. 330,000 compounds, 0.01% hits. AID 463254;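 also: potency is read from the fitted curve at half-maximal effect; plate controls were DMSO wells for no effect and full inhibition by NEM control for full effect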
#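 USP2 core (10nM final) preincubated 30min RT with compound in 20mM Tris-HCl pH 8.0, 2mM CaCl2, 2mM beta-mercaptoethanol, 0.05% CHAPS; 25nM Ub-CHOP2 plus 25nM reporter substrate added, fluorescence (Ex485/Em531) read after 60min.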
# S-ASM inh: human S-ASM enzyme inhibition; P17405; placental ASM, HMU-PC fluorogenic substrate, 60 min; Potency, µM (titrated, usually from 57.5 µM), for the others: at the top dose activity change, negative = inhibition, usual class: inhibitors; 340,000 compounds, 0.006% hits; AID 504937; also: potency is read from the fitted curve at half-maximal effect
#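 Human placenta-derived ASM preincubated with compound 10 min at room temperature, then reacted with 9 uM (final) fluorogenic HMU-PC substrate for 60 min at 37 C. Stop solution raises pH to 10; fluorescence read at Ex 386/Em 447 nm.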
# TSHR antagonist: antagonists of human thyroid stimulating hormone receptor. AID 504810. P16473. activity change, negative = inhibition, % at 11.5 µM. 330,000 compounds, 0.2% hits. TSHR-expressing cells, TSH-stimulated cAMP HTRF, 2 h; stronger effect = lower value;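 active = activity change below a set negative limit, meaning inhibition stronger than a set level, cut at about -70% in these data; inconclusive = activity change between two set negative limits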; also: % is scaled to controls: 0 for no effect and ±100 for the full control effect
#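 Competitive HTRF cAMP read-out (cryptate anti-cAMP antibody, cAMP-d2; 30 min, room temperature) in freshly harvested TSHR cells. Compounds added before TSH at EC80 (4nM final), followed by 2 hours' incubation at 37 deg C.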
# MBNL1-CUG inh: blocks human MBNL1 binding to CUG repeat RNA | Q9NR56 | TR-FRET MBNL1-His/biotin-(CUG)12 binding, 665/545 ratio | Potency, µM (titrated, usually from 57.5 µM), without a hit: at the highest dose activity change, negative = inhibition, most hits filed as inhibitors | 280,000 compounds, 0.036% hits | AID 2675; active = well fitted inhibition curve with a large enough effect in the signal ratio, with a control signal flat, not every such curve was filed as active; inconclusive = small, poorly fitted or top-dose-only effect, or effect the other way, or a change in a side signal; inactive = no such curve, though single readings can be large or run the other way; the % refers to the signal ratio; also: potency is read from the fitted curve at half-maximal effect; % is scaled to controls: 0 for no effect and ±100 for the full control effect
#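 Inhibition of protein-RNA binding appears as loss of TR-FRET between terbium anti-His antibody on MBNL1-His and streptavidin-XL665 on biotin-(CUG)12. Activity is normalized to buffer-only and uninhibited-complex controls.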
# Mito fusion act: inhibitors of mitochondrial division or activators of mitochondrial fusion | S. cerevisiae fusion-defective mutant growth rescue, CellTiterGlo 48 h | Potency, µM (titrated, usually from 46.1 µM), for the others: top-dose growth rescue (activation), actives largely listed as activators | 320,000 compounds, 0.23% hits;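 also: potency is read from the fitted curve at half-maximal effect; % of control where 0% means no effect; nearly all actives have a fitted effect of over 45% in size; temperature-sensitive fusion mutants such as fzo1-1 at 37 °C on non-fermentable ethanol glycerol medium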
#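 Compounds are tested for their ability to restore growth of mitochondrial fusion-defective yeast strains at non-permissive 37C in YPEG medium over 48 hours. Viability is quantified by luciferase luminescence.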
# Menin-MLL TR inh: inhibitors of human menin-MLL interaction, mutant MLL peptide | O00255 | Menin + Texas Red MLL mutant peptide, fluorescence polarization | Potency, µM (doses to about 61.6 µM), for inactives: top-dose FP activity change, negative = inhibition, hits mostly inhibitors | 270,000 compounds, 0.23% hits; active = well fitted inhibition curve with a large enough effect in the polarisation, with a control signal flat, not every such curve was filed as active; inconclusive = small, poorly fitted or top-dose-only effect, or effect the other way, or a change in a side signal; inactive = no such curve, though single readings can be large or run the other way; the % refers to the polarisation; also: potency is read from the fitted curve at half-maximal effect; % of control where 0% means no effect; many of its hits are not listed in these tables
# KCNH2 WT inh: blocks the wildtype human KCNH2 potassium channel; Q12809; U2OS, BacMam KCNH2, thallium flux FluxOr; stronger effect = lower value; activity change, % at 1.84 µM; 340,000 compounds, 0.37% hits;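 active = maximum activity change below -70%; inconclusive = maximum activity change between -70% and -50%; inactive = maximum activity change above -50%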; also: % is scaled to controls: 0 for no effect and ±100 for the full control effect
# Target sequence (Q12809 whole entry, looked up): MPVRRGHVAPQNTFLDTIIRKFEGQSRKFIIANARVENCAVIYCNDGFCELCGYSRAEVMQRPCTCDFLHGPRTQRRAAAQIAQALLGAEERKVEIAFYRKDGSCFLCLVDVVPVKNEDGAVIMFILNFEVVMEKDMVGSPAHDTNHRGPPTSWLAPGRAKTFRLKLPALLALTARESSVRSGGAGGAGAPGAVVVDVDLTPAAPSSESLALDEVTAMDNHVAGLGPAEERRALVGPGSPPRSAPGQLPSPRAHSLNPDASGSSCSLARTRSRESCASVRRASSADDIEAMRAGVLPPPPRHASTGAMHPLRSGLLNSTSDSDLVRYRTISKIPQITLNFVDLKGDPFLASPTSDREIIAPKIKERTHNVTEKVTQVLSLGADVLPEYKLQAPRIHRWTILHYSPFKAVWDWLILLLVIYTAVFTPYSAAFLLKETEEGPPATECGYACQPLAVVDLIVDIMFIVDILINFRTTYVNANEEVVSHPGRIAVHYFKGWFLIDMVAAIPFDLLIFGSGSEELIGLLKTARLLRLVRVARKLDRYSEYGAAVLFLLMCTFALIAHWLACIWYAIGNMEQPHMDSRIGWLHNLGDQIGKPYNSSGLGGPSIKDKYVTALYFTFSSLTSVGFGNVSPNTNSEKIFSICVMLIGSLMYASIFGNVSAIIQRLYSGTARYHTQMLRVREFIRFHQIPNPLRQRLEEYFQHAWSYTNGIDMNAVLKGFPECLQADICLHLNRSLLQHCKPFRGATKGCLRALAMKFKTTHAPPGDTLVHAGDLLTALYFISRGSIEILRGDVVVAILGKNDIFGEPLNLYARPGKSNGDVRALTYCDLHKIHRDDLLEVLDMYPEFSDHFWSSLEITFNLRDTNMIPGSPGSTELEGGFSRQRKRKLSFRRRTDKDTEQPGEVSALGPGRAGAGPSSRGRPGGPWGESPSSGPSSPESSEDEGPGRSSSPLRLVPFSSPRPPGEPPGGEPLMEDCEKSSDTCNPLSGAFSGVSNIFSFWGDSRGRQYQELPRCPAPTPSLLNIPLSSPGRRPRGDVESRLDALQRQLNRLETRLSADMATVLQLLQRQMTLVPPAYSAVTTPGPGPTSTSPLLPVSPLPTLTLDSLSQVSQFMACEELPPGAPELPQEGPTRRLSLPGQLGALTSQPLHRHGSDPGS
#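 U2OS cells transduced with wild-type KCNH2 virus are loaded with FluxOr dye for 45 min, and thallium flux is measured in kinetic reads before and after stimulation buffer. Rate constants are normalized to DMSO controls.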
# PKM2 activator: PKM2 (human) enzyme activation; AID 1631; Potency, µM (highest dose often 57.5 µM), for the others: at the top dose activation, most hits filed as activators; 260,000 compounds, 0.34% hits; purified PKM2, Kinase-Glo ATP luminescence, activation; response scale: 0% is enzyme alone, no compound; also: potency is read from the fitted curve at half-maximal effect; % is scaled to controls: 0 for no effect and ±100 for the full control effect; nearly all actives have a fitted effect of over 55% in size
#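 Kinase-Glo luminescence reports ATP generated from ADP (0.1 mM) and PEP (0.5 mM) by purified hPK-M2 after 1 h at room temperature, pH 7.2 imidazole buffer; intermediate enzyme activity allows detecting inhibitors and activators.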
# Eya2 inh: blocks the phosphatase activity of human Eya2; recombinant Eya2, OMFP fluorescence dephosphorylation (OMFP is methylfluorescein phosphate); Potency, µM (doses to about 76.9 µM), without a hit: at the top dose activity, negative = inhibition, most hits filed as inhibitors; 330,000 compounds, 0.006% hits; also: potency is read from the fitted curve at half-maximal effect; % is scaled to controls: 0 for no effect and ±100 for the full control effect
#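 Eya2 (0.2 uM) preincubated 10 min at ambient with compound, then OMFP substrate added at 50 uM; 10 min reaction in 50 mM HEPES pH 7.5, 50 mM NaCl, 5 uM MgCl2, 0.05% BSA, 1 mM DTT. Fluorescence read at Ex 485/Em 525 nm.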
# GALK inh: inhibitors of human galactokinase; Purified GALK, Kinase-Glo residual ATP luminescence; Potency, µM (highest dose often 57.5 µM), for inactives: top-dose activity change, negative = inhibition, hits mostly inhibitors; 270,000 compounds, 0.007% hits; AID 1868; also: potency is read from the fitted curve at half-maximal effect; % is scaled to controls: 0 for no effect and ±100 for the full control effect
#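 ATP-depletion format; final 35 uM ATP, 100 uM D-galactose, 5 nM enzyme; pH 8.0 HEPES/Mg2+ buffer; 60 min RT; luminescence read 10 min after detection reagent.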
# An asterisk follows results filed as active; ? = inconclusive; nt = not tested or not shown; [ ] = another dose, or the depositor's remark. Unless noted, calls follow the shape of the dose curve; as a rule, active = well fitted curve in the direction sought with a large enough effect; inconclusive = small, poorly fitted or top-dose-only effect, or another doubt; inactive = no such curve, though single readings can be large; an effect the other way counts as inactive or inconclusive. Not all compounds are listed; the hit share may differ from the screen's.
SMILES,BCR signal inh,USP2a block,S-ASM inh,TSHR antagonist,MBNL1-CUG inh,Mito fusion act,Menin-MLL TR inh,KCNH2 WT inh,PKM2 activator,Eya2 inh,GALK inh
COc1ccccc1/C=C1\SC(=S)N(CCC(=O)N2CCN(C)CC2)C1=O,?,-3%,-5%,11,?,-1%,-10%,-1,2%,11%,7%
CCOC(=O)N1CCN(C(=O)CCSCCc2ccncc2)CC1,1%,-1%,0%,12,2%,-2%,?,3,-2%,-11%,-1%
CN(C(=O)CSc1nc2cc([N+](=O)[O-])ccc2n1-c1ccc(F)cc1)C1CCS(=O)(=O)C1 (configuration not stated),0%,3%,6%,9,24%,2%,0%,4,-26%,-17%,-3%
COc1ccc2c(c1)CCc1c(C(=O)Nc3ccn(Cc4ccc(C)cc4)n3)noc1-2,2%,-2%,1%,-1,9%,0%,9%,4,0%,7%,-1%
O=C(Nc1ccc(Cc2ccncc2)cc1)C1CCC(N2C(=O)C3CC=CCC3C2=O)CC1 (configuration not stated),?,0%,0%,12,-7%,3%,5%,9,4%,-3%,0%
COc1ccc(-c2csc(NC(=O)Cn3nc(C)cc3C)n2)cc1,?,1%,2%,-1,-5%,-1%,23%,1,0%,?,-5%
Cc1cccc(NC(=S)NC(=O)CC2CC(C)(C)OC2=O)c1 (configuration not stated),?,2%,-1%,-19,55%[activator],-7%,-1%,17,2%,0%,-2%
CCN(CC)CCN(C(=O)c1ccc(S(=O)(=O)N(C)C2CCCCC2)cc1)c1nc2ccc(OC)cc2s1,0%,1%,-2%,5,1%,2%,nt,2,-5%,-3%,-2%
Cc1ccc(Nc2nnc(C)c(=O)[nH]2)cc1,-2%,0%,8%,3,-4%,-7%,-10%,2,0%,-4%,-3%
CCCCn1c(N)c(N(CC(C)C)C(=O)c2cccc(S(=O)(=O)N3CC(C)OC(C)C3)c2)c(=O)[nH]c1=O (configuration not stated),?,1%,18%,-12,nt,-1%,nt,2,nt,-20%,nt
COc1cc(C(=O)Nc2ccccc2SCc2cc(=O)n3nc(C)sc3n2)cc(OC)c1OC,2%,-2%,-2%,7,-1%,-3%,-8%,-4,nt,?,-1%
Cc1cc(C)n(C(=O)c2ccc(Cn3nc(C)c(Br)c3C)o2)n1,-8%,1%,4%,-12,-1%,0%,5%,0,-6%,-5%,-4%
CC(C)Oc1ccc(OCCSc2nc3ccccc3n2CC(=O)O)cc1,9%,-1%,3%,-4,4%,-1%,1%,1,2%,-7%,-1%
COC(=O)C1C(=O)CC(C)(O)C(C(=O)OC)C1/C=C/c1ccccc1 (configuration not stated),0%,-3%,2%,4,-10%,4%,20%,4,-2%,7%,3%
O=C(CCc1nnc2n(Cc3ccccc3Cl)c(=O)c3ccccc3n12)NCCCN1CCOCC1,7%,2%,2%,-9,-2%,-1%,nt,-2,nt,3%,-5%
c1ccc2[nH]c(-c3nc4ccccc4[nH]3)nc2c1,?,7%,6%,3,1%,5%,15%,4,-49%,-8%,0%
Cn1nnnc1Sc1ncnc2scc(-c3ccc(Br)cc3)c12,?,1%,-11%,0,nt,nt,nt,nt,nt,-19%,nt
COc1ccc2cc(C(=O)/C=C/c3cc(OC)c(O)c(OC)c3)ccc2c1,?,-1%,?,-12,?,-2%,nt,-1,nt,5%,-4%
CC1CCN(C2CCN(C(=O)c3ccccc3F)CC2)CC1,4%,-1%,1%,-3,-3%,-7%,nt,-3,5%,-20%,-1%
COc1ccc2nc(C)cc(SCC(=O)NNC(=O)COc3ccccc3)c2c1,6%,2%,8%,-7,7%,2%,nt,1,-3%,-12%,-1%
CCCCN1C(=O)c2ccc(C(=O)NC3=NCCS3)cc2C1=O,7%,0%,-4%,4,?,6%,54%[activator],-1,11%,0%,-3%
Cc1cccc(C)c1OCC(=O)N/N=C/c1cccnc1,-16%,5%,-13%,-7,9%,6%,-12%,0,1%,1%,2%
COc1cccc(NC(=O)C(=O)c2cn(CC(=O)N3CCCC3)c3ccccc23)c1,nt,-2%,-6%,-9,?,-3%,nt,7,nt,9%,4%
C[n+]1ccccc1/C=C/c1cc(Br)ccc1O,?,-1%,-4%,-2,14%,5%,-15%,nt,nt,-28%,5%
C(=N\N1CCN(Cc2ccccc2)CC1)/c1ccc(-c2ccccc2)cc1,3%,1%,-6%,4,-2%,2%,-14%,1,-1%,-9%,4%
O=C(c1ccc(N2C(=O)C3C4c5ccccc5C(c5ccccc54)C3C2=O)cc1)N1CCOCC1 (configuration not stated),-2%,0%,0%,25,-2%,2%,-8%,32,-7%,2%,0%
Cc1ccc(C)c(N2CCN(S(=O)(=O)c3ccc4[nH]c(=O)c(=O)[nH]c4c3)CC2)c1,-10%,-18%,?,2,5%,2%,13%,0,-1%,-14%,0%
CCOC(=O)C1C(c2cccs2)NC(=O)NC1(O)C(F)(F)F (configuration not stated),1%,-1%,-2%,1,10%,6%,1%,0,-2%,6%,7%
CC(C)C(=O)Nc1nnc(Sc2ccc(N(C)C)cc2)s1,11%,0%,0%,14,2%,-1%,-4%,3,-7%,3%,1%
CCCCn1c(N)c(N(CC(C)C)C(=O)CC2CCCC2)c(=O)[nH]c1=O,2%,-1%,4%,26,nt,1%,nt,-6,nt,14%,nt
Cc1ccccc1CNS(=O)(=O)c1ccc2c(c1)C(C)(C)C(=O)N2C,6%,1%,-1%,-18,-2%,-3%,8%,-11,5%[0.46 µM],-5%,5%
O=C(CN1C(=O)C2C3C=CC(C3)C2C1=O)Nc1cccc2c1CCCC2 (configuration not stated),-19%,-2%,6%,1,-9%,1%,0%,3,-1%,-22%,2%
CCOC(=O)c1cccc(S(=O)(=O)N2CCOCC2)c1,4%,2%,-3%,7,1%,-4%,5%,-1,1%,-14%,2%
Cc1ccc(OCCOCCN2CCCCC2)c([N+](=O)[O-])c1,-4%,-4%,-1%,16,7%,-5%,-21%,37,4%,-6%,3%
O=C1NN(c2ccc(F)cc2)C(=O)/C1=C\c1cnn(-c2ccccc2)c1,9%,0%,nt,9,-3%,-11%,1%,nt,2%,-2%,3%
CCOc1ccc(NC(=O)CN(C)c2ccc(S(=O)(=O)N(C(C)C)C(C)C)cn2)cc1OCC,nt,nt,0%,nt,-5%,-3%,13%,-8,-1%,nt,-2%
NC(=O)SC/C(=N\S(=O)(=O)c1ccccc1)Nc1ccccc1,-1%,-1%,-3%,-3,3%,-2%,6%,22,-2%,-2%,4%
CCc1ccc(NC(=O)CCc2ccc(CC)o2)cc1,-2%,-2%,-1%,-7,0%,-4%,-2%,-9,-13%,3%,1%
Cc1ccc(NC(=O)/C(=C/c2cccc([N+](=O)[O-])c2)NC(=O)C2CCCCC2)c(C)c1,11%,0%,-3%,69,0%,10%,-8%,-38,-14%,0%,-1%
O=C(Nc1cccc(NC(=O)C2CCCO2)c1)C1CCCO1 (configuration not stated),-10%,1%,1%,-1,1%,-1%,nt,11,-8%,4%,-3%
O=C(O)CCCC(=O)OCCc1cc2ccccc2c(=O)o1,?,2%,-5%,-7,nt,nt,nt,-18,nt,10%,nt
COc1ccc(NC(=O)c2cccc(-c3ccc(O)cc3)c2)cn1,?,17%,-9%,2,10%,-28%,?,5,5%,11%,13%
COc1cccc(NC(=O)CSCC(=O)Nc2ccccc2)c1,?,2%,-2%,-3,-1%,-7%,9%,9,-5%,-19%,0%
CCCn1nc(NC(=O)c2ccco2)c2cc3ccc(C)cc3nc21,0%,-2%,419%[activator],2,19%,4%,27%,1,-3%,-17%,-8%
Cc1nn(C(C)C(=O)NC2C(=O)N3C(C(=O)O)=C(CSc4nnnn4C)CSC23)cc1Cl (configuration not stated),?,2%,-2%,25,-18%,-7%,12%,nt,4%,19%,4%
COc1ccccc1NC(=O)CSc1nnc(Cc2cccn2C)n1CCc1ccccc1,0%,4%,-1%,-6,-16%,6%,-15%,-6,2%,-14%,3%
Cc1cccn2c(=O)c(C(=O)NCCCN3CCCCC3C)c(O)nc12 (configuration not stated),-6%,1%,0%,0,7%,-11%,-1%,-4,nt,?,-1%

# Source: PubChem
